COUP-TFII inh – inhibitors of human COUP-TFII (NR2F2); P24468; HEK293T NGFI-A luciferase reporter, luminescence; inhibition, % at 8.6 µM; 370,000 tested, 0.7% active;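 active = inhibition above a per-plate cutoff, mean inhibition of test wells between control levels plus 3 SD, cut at about 38% in these data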;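 note: cells cotransfected with COUP-TFII expression vector driving the NGFI-A reporter; 0% = median of COUP-TF2 test wells and 100% = reporter-only cells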
LRH-1 inv ag – suppresses constitutive activity of human LRH-1 | inhibition, % at 3.6 µM | HEK293T StAR-luciferase reporter, LRH-1 transfected, 24 h | AID 602396 | 360,000 tested, 0.13% active;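 active = inhibition above the mean inhibition of all tested compounds plus 3 SD, cut at about 73% in these data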;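 note: 0% = DMSO wells and 100% = reporter-only cells lacking LRH-1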
NCOA3 inh – inhibitors of human steroid receptor coactivator 3 (SRC3); HEK293 GAL4-SRC3 luciferase reporter, luminescence; Q9Y6Q9; inhibition, % at 3.6 µM; 360,000 tested, 0.17% active;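 active = inhibition above a per-campaign cutoff, the mean of all compounds plus 3 SD, cut at about 60% in these data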;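 note: 0% = DMSO-treated cells and 100% = gossypol-treated cells at 36 µM; higher means less SRC3-driven luciferase light from the GAL4 reporter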
MC4R antagonist – blocks human MC4R cAMP signaling; AID 540295; MC4R-expressing cells, MTII-stimulated cAMP, LANCE TR-FRET; P32245; inhibition, % at 6.5 µM; 360,000 tested, 0.48% active;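 active = inhibition above its plate's cutoff, the mean of tested wells on that plate plus 3 SD, cut at about 29% in these data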;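 note: 0% = Melanotan II alone and 100% = Melanotan II plus saturating MCL0020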
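System: U2OS-MC4R stable cell line; Technique: Eu-cAMP/anti-cAMP TR-FRET, emission 671 nm; Repeats: single well per compound; Also added: Melanotan II; Dosing: one concentration, 6.5 µM nominal; Schedule: 30-min compound, 1-h challenge, 1-h detection, room temperature.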
SRC1 inh – inhibitors of human steroid receptor coactivator 1 (SRC1) | Q15788 | HEK293 GAL4-SRC1 luciferase reporter, luminescence | inhibition, % at 3.6 µM | 360,000 tested, 0.12% active;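 active = inhibition above the campaign mean plus 3 SD, with each screening campaign given its own cutoff, cut at about 60% in these data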;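 note: 0% = DMSO treated cells and 100% = gossypol at 36 µM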
MC4R barr agon – activates human MC4R beta-arrestin recruitment | activation, % at 8.9 µM | AID 540308 | U2OS MC4R beta-arrestin complementation, luminescence; percent of melanotan II response, DMSO zero | P32245 | 360,000 tested, 0.98% active;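 active = activation above a per-plate cutoff, the mean activation of sample wells on that plate plus 3 SD, cut at about 8% in these data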
TLR9-MyD88 block – blocks human TLR9 binding to MyD88; CHO BLA complementation TLR9-MyD88, CCF4 FRET ratio; inhibition, % at 4.98 µM; 340,000 tested, 0.21% active; Q9NR96+Q99836;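 active = inhibition above the mean over all tested compounds plus 3 SD, cut at about 21% in these data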;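 note: 0% = DMSO only wells and 100% = clavulanate BLA inhibitor control wells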
Target sequence (Q99836 whole entry, looked up): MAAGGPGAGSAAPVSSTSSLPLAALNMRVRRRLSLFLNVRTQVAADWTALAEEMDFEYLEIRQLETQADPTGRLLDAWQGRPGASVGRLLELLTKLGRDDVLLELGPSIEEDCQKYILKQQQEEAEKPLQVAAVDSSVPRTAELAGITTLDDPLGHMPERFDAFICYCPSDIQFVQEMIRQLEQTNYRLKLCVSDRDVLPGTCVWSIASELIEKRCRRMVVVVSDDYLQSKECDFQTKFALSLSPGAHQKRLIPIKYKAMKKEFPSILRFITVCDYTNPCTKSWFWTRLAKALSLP
Target sequence (Q9NR96 whole entry, looked up): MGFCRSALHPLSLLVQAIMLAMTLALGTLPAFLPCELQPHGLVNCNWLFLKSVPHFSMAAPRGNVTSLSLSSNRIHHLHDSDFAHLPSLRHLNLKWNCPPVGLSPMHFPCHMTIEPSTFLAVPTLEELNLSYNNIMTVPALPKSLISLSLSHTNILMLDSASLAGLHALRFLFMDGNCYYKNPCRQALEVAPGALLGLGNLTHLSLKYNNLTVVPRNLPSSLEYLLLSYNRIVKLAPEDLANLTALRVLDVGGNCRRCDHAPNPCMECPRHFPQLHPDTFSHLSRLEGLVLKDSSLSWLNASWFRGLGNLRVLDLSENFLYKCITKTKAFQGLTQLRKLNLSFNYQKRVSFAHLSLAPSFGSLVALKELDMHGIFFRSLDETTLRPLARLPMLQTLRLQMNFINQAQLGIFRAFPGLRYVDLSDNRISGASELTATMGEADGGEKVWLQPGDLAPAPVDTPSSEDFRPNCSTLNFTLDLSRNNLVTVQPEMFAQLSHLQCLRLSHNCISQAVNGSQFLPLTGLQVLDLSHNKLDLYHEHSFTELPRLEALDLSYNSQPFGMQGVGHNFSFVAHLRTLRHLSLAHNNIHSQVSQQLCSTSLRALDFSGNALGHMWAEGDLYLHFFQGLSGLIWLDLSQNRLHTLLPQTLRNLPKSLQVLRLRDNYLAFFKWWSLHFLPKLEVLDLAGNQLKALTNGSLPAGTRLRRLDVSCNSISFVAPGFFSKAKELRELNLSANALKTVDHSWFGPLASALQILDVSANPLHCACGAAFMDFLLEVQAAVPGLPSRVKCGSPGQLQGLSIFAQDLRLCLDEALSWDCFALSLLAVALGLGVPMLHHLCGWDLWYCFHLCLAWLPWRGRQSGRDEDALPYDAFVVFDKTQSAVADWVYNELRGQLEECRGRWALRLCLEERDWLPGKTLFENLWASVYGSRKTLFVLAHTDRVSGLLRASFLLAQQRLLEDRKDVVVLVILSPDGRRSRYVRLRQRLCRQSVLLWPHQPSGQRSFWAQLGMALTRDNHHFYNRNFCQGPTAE
SRC2 inh – inhibits human steroid receptor coactivator 2 | HEK293 GAL4-SRC2 luciferase reporter, luminescence | inhibition, % at 9 µM | 370,000 tested, 0.17% active | Q15596;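 active = inhibition above the mean inhibition of all tested compounds plus 3 SD, set per campaign, cut at about 52% in these data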;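 note: 0% = DMSO treated cells and 100% = cells given Gossypol at 36 µM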
EBV LMP1 NFkB – inhibitors of Epstein-Barr LMP1-induced NF-kappaB reporter | AID 504558 | LMP1-induced NF-kappaB luciferase reporter cells, luminescence | inhibition, % at 12.5 µM | 350,000 tested, 0.69% active; in the data active = inhibition above about 41%;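 note: 0% = neutral control wells and 100% = reference inhibitor control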
NOD2-RIPK2 inh – NOD2-RIPK2 protein interaction inhibition; CHO BLA complementation NOD2-RIPK2, CCF4 ratio; inhibition, % at 4.98 µM; 360,000 tested, 0.38% active; in the data active = inhibition above about 21%;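 note: 0% = vehicle only and 100% = reference blocker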
ABHD5-PLIN5 inh – ABHD5-PLIN5 protein interaction inhibition. Split G. princeps luciferase complementation, luminescence, 4 h. inhibition, % at 4 µM. Q00G26+Q8WTS1. 360,000 tested, 0.78% active;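 active = inhibition above the mean inhibition across every tested compound plus 3 SD, cut at about 22% in these data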;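 note: 0% = DMSO only wells and the 100% control is not disclosed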
* = called active by the depositor; x = no result given.

SMILES | COUP-TFII inh | LRH-1 inv ag | NCOA3 inh | MC4R antagonist | SRC1 inh | MC4R barr agon | TLR9-MyD88 block | SRC2 inh | EBV LMP1 NFkB | NOD2-RIPK2 inh | ABHD5-PLIN5 inh
COc1ccc(NC(=O)C2CCN(c3nc(C)nc4c3CCC4)CC2)cc1 | 36 | 20 | 18 | -4 | 22 | 0.5 | -3 | 19 | 19 | -3 | -3
COC(=O)C[C@@H]1C[C@H]2c3cc(NC(=O)C4CCC4)ccc3O[C@H]2[C@@H](CO)O1 | 3 | 7 | 19 | 3 | -7 | 1.0 | -5 | 15 | -6 | -2 | 2
O=C(Nc1ccccc1)Nc1n[nH]c2nnc(-c3ccccc3)c(-c3ccccc3)c12 | 15 | 25 | 12 | 10 | 6 | 0.8 | -3 | -9 | 10 | -5 | -4
Cc1[nH]nc(SCC(=O)NCc2ccccc2)c1[N+](=O)[O-] | -1 | -27 | 6 | 3 | 9 | -2.3 | -15 | 8 | 0 | -1 | 4
Cc1nn(Cc2ccc(Cl)cc2)c(C)c1NC(=O)c1c(-c2ccccc2)noc1C | 4 | -10 | 3 | 15 | -5 | -2.0 | -2 | -9 | 9 | -1 | 0
COc1ccc(OC)c(NC(=O)C(=O)NCCC2=CCCCC2)c1 | 2 | 15 | 15 | -2 | -19 | -0.9 | -2 | -26 | 12 | -3 | 6
CCOC(=O)[C@]12CCC=C1N(Cc1ccco1)C(=O)[C@H](CC(=O)NCCc1ccccc1OC)C2 | 11 | -8 | x | x | x | x | x | 1 | x | -3 | 7
CCCn1cc(CN2CCCC(CNC(=O)c3ccc(F)cc3)C2)c(C)n1 (configuration not stated) | 3 | 7 | 10 | -1 | 1 | -1.8 | -2 | 0 | -7 | 0 | 8
CCOC(=O)c1c(C)c(C(=O)Nc2ccc(N(C)C)cc2)c(C)n1CC | -9 | -3 | -46 | -17 | -29 | -0.7 | 4 | -44 | 0 | -16 | 0
C=CCNC(=S)NNc1nc2c(c(=O)[nH]1)C1(CCCCC1)Cc1ccccc1-2 | 7 | 2 | 5 | 6 | 4 | 15* | 10 | -13 | -1 | -2 | -14
O=C(O)C(c1ccccc1)N1C(=O)/C(=C/c2cccs2)SC1=S (configuration not stated) | 10 | -12 | -6 | 1 | 0 | -3.0 | 4 | -24 | -24 | 2 | -4
CCCCCCC/C=N/Nc1nnc(Cc2ccccc2)c(=O)[nH]1 | -15 | 9 | -4 | 14 | -40 | 0.3 | 2 | -39 | 2 | -1 | 4
NC(=O)N/N=C/C=C/c1ccccc1 | -10 | 2 | 10 | 3 | -27 | -0.7 | 6 | -24 | -1 | 4 | 2
c1ccc(-n2nnnc2-c2cnc(-c3ccncc3)nc2-c2cccs2)cc1 | -8 | -5 | 2 | 10 | 7 | 0.1 | -10 | 2 | 0 | 3 | 2
CCC1=C(OC(=O)N(CC)CC)N2C(=O)OC(=NCCc3c[nH]c4ccccc34)[C@]2(C)[C@H]2C1=CC[C@H]1C(=O)N(C)C(=O)[C@H]12 | -4 | 18 | -12 | -2 | -9 | -0.7 | 6 | -9 | -4 | 2 | 2
O=c1[nH]c(C2CCN(S(=O)(=O)c3ccc(S(=O)(=O)NC4CC4)cc3)CC2)nc2c1nnn2Cc1cccc(F)c1 | -6 | 1 | -9 | 14 | 14 | -2.1 | -1 | -23 | 4 | 0 | -9
CCOc1ccc(Oc2nc(NCC(C)C)nc(N(C)C)n2)nn1 | -23 | 6 | 9 | -3 | -40 | -1.3 | -14 | -26 | -12 | -1 | -4
CCC1CCCCN1C(=O)CSc1nnc(-c2ccc(Cl)s2)o1 (configuration not stated) | -21 | 3 | 13 | 11 | -12 | -1.6 | 4 | -1 | -2 | 1 | -3
CCOC(=O)c1cnc2c(ccc3ccccc32)c1N | -19 | -60 | -88 | 1 | -60 | -0.7 | 10 | -43 | -77 | -13 | -1
COc1ccc(-n2ncc3c2CC(C)(C)CC3NC(=O)C2=CC(=O)CC(C)(C)O2)cc1 (configuration not stated) | -5 | -6 | 3 | 6 | -8 | 0.8 | 1 | 13 | 3 | -4 | 7
CC(C)(C)c1ccc(C2(C)NC(=O)N(CC(=O)c3ccc[nH]3)C2=O)cc1 (configuration not stated) | 5 | -16 | -4 | -4 | -8 | 1.5 | 1 | 26 | -4 | -2 | 3
CN(C=O)c1cc([N+](=O)[O-])ccc1OCc1ccccc1 | -2 | -6 | -6 | 11 | -13 | -0.7 | -12 | 10 | -1 | -13 | -3
Cc1ccc(C)c(Cn2c(=O)n(-c3ccc(CC(=O)NCc4ccco4)cc3)c(=O)c3sccc32)c1 | 1 | -10 | 9 | 6 | -13 | -1.9 | 10 | 14 | 4 | 3 | -3
Cc1ccc(-n2sc3ccccc3c2=O)cc1S(=O)(=O)N1CCCCC1 | 9 | -2 | 0 | 53* | 1 | -4.3 | 6 | 10 | 10 | 18 | 104*
CN(Cc1ccccc1)C(=O)COC(=O)c1ccccc1SCC(=O)N1CCCC1 | -4 | -7 | -8 | -7 | -2 | -0.9 | -1 | -33 | 6 | 2 | 3
NC(=O)CC[C@H](NC(=O)c1ccc(F)cc1)C(=O)OCC(=O)Nc1ccc(N2CCOCC2)cc1 | 5 | 59 | 21 | 2 | -20 | 0.9 | 7 | 9 | -7 | -4 | -1
CCOc1ccc(NC(C)=O)cc1 | 8 | 4 | -4 | 2 | 1 | -1.9 | -2 | -4 | -16 | -4 | 1
CCOC(=O)c1cc(-c2ccc(F)cc2)n(CCC(=O)NC2CCN(Cc3ccccc3)CC2)c1C | -15 | 13 | 17 | 1 | -17 | -0.2 | 14 | -10 | 11 | 10 | 14
C=CCn1c(C)cc(C(=O)CSc2n[nH]c(N)n2)c1C | -27 | -55 | -34 | -6 | -48 | 0.2 | -4 | -24 | -9 | -7 | 7
COc1ccc(F)cc1C1=CC(=O)C[C@H](c2ccc3c(c2)OCO3)C1 | 16 | 18 | -10 | -9 | -10 | -2.4 | -7 | -19 | 0 | 9 | 6
COc1ccc(NC(=O)Cn2nnc(C(N)=O)c2N)c(OC)c1 | -6 | 7 | -13 | -2 | -1 | 0.1 | 4 | 5 | -4 | -16 | 0
O=C(NCC(c1cccs1)N1CCOCC1)c1ccco1 (configuration not stated) | -6 | 2 | 1 | 0 | 0 | -1.6 | 3 | 14 | 3 | 5 | 7
N#Cc1cc([N+](=O)[O-])ccc1NC(=O)COC(=O)CN1C(=O)C2CCCCC2C1=O (configuration not stated) | -8 | 3 | -1 | 4 | -3 | -1.6 | 0 | -9 | -5 | -5 | 3
Cc1cc(Cl)ccc1OCCCC(=O)NCc1ccncc1 | 9 | 7 | 14 | -2 | -18 | -2.9 | 5 | -15 | 4 | -5 | 1
Cc1ccc(C(NC(=O)N2CCOCC2)C(Cl)(Cl)Cl)cc1F (configuration not stated) | 12 | 7 | -4 | 10 | 7 | -3.7 | -3 | -1 | -11 | -7 | 0
O=c1cc(-c2ccc(O)c(O)c2)oc2cc(O)c(C3OC(CO)C(O)C(O)C3O)c(O)c12 (configuration not stated) | -4 | 7 | 10 | -6 | -5 | -1.3 | -1 | -19 | -1 | -13 | -1
CCC(CO)Oc1cc(NCc2ccccc2OC)c2ncn(C(C)C)c2c1 (configuration not stated) | 6 | 17 | 7 | -4 | -3 | -1.5 | -7 | -11 | 3 | -6 | 4
CN(CC(=O)Nc1ccccc1Cl)C(=O)c1cc2c(s1)CCCCC2 | -4 | 10 | 17 | 5 | -8 | -5.1 | 9 | -7 | -13 | -2 | -1
O=C(NC(=S)Nc1cccc(NC(=O)c2ccc(Cl)cc2Cl)c1)c1cccs1 | -16 | -5 | -33 | 0 | -7 | 6.7 | 10 | 13 | -4 | -5 | -12
Cc1ccc(NCN2C(=O)C3C4C=CC(C4)C3C2=O)cc1 (configuration not stated) | -5 | -10 | 11 | 16 | -16 | -1.6 | -4 | 1 | -9 | 11 | 1
CC1CCN(C(c2ccc(N(C)C)cc2)c2nnnn2Cc2ccc(F)cc2)CC1 (configuration not stated) | 6 | 1 | -15 | 8 | -10 | -1.4 | -2 | 17 | 2 | -1 | 6
Cc1noc(C)c1CSCC(=O)N(C)CC(=O)Nc1cccc(F)c1 | -14 | 9 | 6 | 5 | -6 | -3.4 | -6 | -16 | 0 | -3 | -2
CCOC(=O)c1coc(CNC(=O)c2c(C)oc3c2CCCC3)c1 | 14 | -9 | -4 | 1 | 4 | 3.8 | -2 | -15 | -2 | 8 | 1
CC(C)(C)c1cc(NC(=O)CSc2nnc(N)s2)n(-c2ccccc2)n1 | 6 | -3 | 24 | -1 | -13 | 0.0 | -8 | 5 | -2 | 4 | -4
Cc1sc2nc(CC(N)=O)[nH]c(=O)c2c1-c1ccccc1 | x | -8 | 18 | -2 | 9 | -0.6 | 5 | x | -11 | -13 | 0
O=C(Nc1ccccc1Cc1ccccc1)c1ccccc1NS(=O)(=O)c1ccc(Cl)s1 | 29 | 25 | 35 | 3 | 13 | 3.2 | -15 | 30 | 2 | 5 | 2
COc1ccc(C(=O)COc2ccc(C)cc2NC(C)=O)cc1 | -25 | -134 | -57 | -1 | -92 | 0.9 | x | -62 | -24 | -1 | 3
O=C(Nc1ccc(F)c(Cl)c1)c1cc(C2CCCN(C(=O)C3CC3)C2)on1 (configuration not stated) | -18 | -102 | -67 | 5 | -82 | -1.1 | x | -68 | x | 0 | -9
CC(=O)N/C(=C/c1ccccc1)C(=O)NC(Cc1ccccc1)C(=O)O (configuration not stated) | 2 | -17 | 14 | 11 | -4 | 0.5 | 1 | -22 | 3 | -7 | -3
COc1cccc(CCNC(=O)C2CCC(=O)N(C3CC3)C2)c1OC (configuration not stated) | 6 | -3 | -3 | 0 | 2 | -4.0 | -2 | 6 | 2 | -6 | 1
Cc1nc2ccc(S(=O)(=O)NC(C(=O)NC3CCCC3)C(C)C)cc2s1 (configuration not stated) | 12 | 22 | 5 | -3 | -1 | -0.8 | 1 | 1 | 0 | -1 | 2
Cc1ccc(/C=C2/NC(=O)N(Cc3ccccc3F)C2=O)s1 | 3 | -7 | -2 | -2 | 2 | 1.6 | 10 | 3 | 0 | -9 | -7
c1ccc(-c2cn3c(n2)-c2ccccc2C3)cc1 | -33 | -102 | -36 | 7 | -98 | -2.6 | 0 | -28 | 2 | 0 | 0

Reformatted with two lines to a compound: 2 of the compounds above.
Order of results: COUP-TFII inh, LRH-1 inv ag, NCOA3 inh, MC4R antagonist, SRC1 inh, MC4R barr agon, TLR9-MyD88 block, SRC2 inh, EBV LMP1 NFkB, NOD2-RIPK2 inh, ABHD5-PLIN5 inh
Cc1nc2ccc(S(=O)(=O)NC(C(=O)NC3CCCC3)C(C)C)cc2s1 (configuration not stated)
  12, 22, 5, -3, -1, -0.8, 1, 1, 0, -1, 2
Cc1ccc(/C=C2/NC(=O)N(Cc3ccccc3F)C2=O)s1
  3, -7, -2, -2, 2, 1.6, 10, 3, 0, -9, -7

Source: PubChem BioAssay (several laboratories)

Not all compounds are listed. The share of hits here may be higher or lower than overall.
